aGal spleen mod = qHTS Assay for Inhibitors and Activators of Human alpha-Galactosidase From Spleen Homogenate; Alpha-galactosidase A (Homo sapiens), P06280; human spleen homogenate, 4MU-alpha-Gal fluorescence, 40 min; Potency, µM (doses to about 80 µM), inactives show at the top dose activity change, negative = inhibition, usual class: inhibitors; 240,000 tested, 0.008% active; AID 2107, 2009;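 also: 0% = enzyme with vehicle and -100% = no enzyme basal signal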
Target sequence (P06280 32-429 limits assumed): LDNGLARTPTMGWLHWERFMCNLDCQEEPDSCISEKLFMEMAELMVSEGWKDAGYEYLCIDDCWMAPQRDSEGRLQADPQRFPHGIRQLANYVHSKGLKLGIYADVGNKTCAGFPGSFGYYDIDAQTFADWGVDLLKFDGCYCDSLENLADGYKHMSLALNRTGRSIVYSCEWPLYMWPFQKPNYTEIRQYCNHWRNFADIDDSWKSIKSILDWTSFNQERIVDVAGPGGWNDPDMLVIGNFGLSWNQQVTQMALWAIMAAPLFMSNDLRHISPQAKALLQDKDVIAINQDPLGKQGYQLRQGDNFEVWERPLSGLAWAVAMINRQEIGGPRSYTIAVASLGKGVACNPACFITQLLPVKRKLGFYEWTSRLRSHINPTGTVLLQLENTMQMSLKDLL
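Spleen homogenate 1 ug + cpd (titration) + 4-MU-alpha-D-galactopyranoside 1 mM; 37C 40 min; 50 mM citrate/phosphate pH 5.0, 0.01% Tween-20; stop pH 10; fluorescence 365/440; AC50 via Hill.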
GAA inh = qHTS Assay for Inhibitors of Human alpha-Glucosidase as a Potential Chaperone Treatment of Pompe Disease. Lysosomal alpha-glucosidase (Homo sapiens), P10253. Potency, µM (series often up to 76.9 µM), without a hit: at the highest dose activity change, negative = inhibition, most hits filed as inhibitors. 200,000 tested, 0.005% active. purified human GAA, 4-MU-alpha-glucoside fluorescence;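 also: plate controls were uninhibited enzyme wells for no effect and no-enzyme background for full effect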
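Activity normalized between no-enzyme (basal) and enzyme-only wells. Conditions: 4 nM human enzyme, 400 uM fluorogenic substrate, citrate/phosphate pH 5.0 with Tween-20, 20 min room temperature, compounds up to 77 uM.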
Epigenetic derep = Quantitative High-Throughput Screen for Regulators of Epigenetic Control. murine LDR cells, GFP reporter derepression, 30 h. 280,000 tested, 0.2% active. Potency, µM (doses to about 53.9 µM), inactives show top-dose GFP activation, hits mostly activators; also: % of control where 0% means no effect; nearly all actives have a fitted effect of over 60% in size
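Murine LDR cells carrying a silenced, genomically integrated CMV-driven GFP reporter were exposed to compound for 30 hours at 37 C. After PBS washes, GFP-positive cells (20–120 um objects) were counted by laser-scanning microplate cytometry.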
GAA glycogen mod = qHTS Assay for Inhibitors and Activators of Human alpha-Glucosidase Cleavage of Glycogen; Lysosomal alpha-glucosidase (Homo sapiens), P10253; recombinant GAA, glycogen substrate, Amplex Red glucose oxidase fluorescence; Potency, µM (doses to about 76.4 µM), without a hit: at the highest dose activity change, negative = inhibition, most hits filed as inhibitors; 300,000 tested, 0.38% active; AID 2100, 2009;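 also: 0% = full enzyme reaction and -100% = no-enzyme basal signal; the screen sought inhibitors and activators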
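Recombinant human enzyme (4 nM); glycogen substrate; 37 C, 40 min, pH 5.0. Readout: coupled glucose oxidase/Amplex Red fluorescence.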
aGlu spleen mod = qHTS Assay for Inhibitors and Activators of Human alpha-Glucosidase From Spleen Homogenate. Lysosomal alpha-glucosidase (Homo sapiens), P10253. human spleen homogenate, 4-MU-alpha-glucoside fluorescence. Potency, µM (doses to about 79.9 µM), without a hit: at the top dose activity change, negative = inhibition, actives largely listed as inhibitors. 240,000 tested, 0.006% active. AID 2112, 2009;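 also: 0% = enzyme with vehicle and -100% = no enzyme basal signal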
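Enzyme source: human spleen homogenate, 1 ug/well. Buffer 50 mM citric acid/K phosphate pH 5.0, 0.01% Tween-20. 4-MU-alpha-glucoside 1 mM; 37 C x 40 min; NaOH/glycine stop; fluorescence.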
ALDH1A1 block = qHTS Assay for Inhibitors of Aldehyde Dehydrogenase 1 (ALDH1A1); Aldehyde dehydrogenase 1A1 (Homo sapiens), P00352; Purified ALDH1A1, NADH fluorescence, propionaldehyde substrate; 220,000 tested, 7.3% active; Potency, µM (titrated, usually from 75.3 µM), for the others: at the top dose activity, negative = inhibition, usual class: inhibitors; active = well fitted inhibition curve with a large enough effect, not every such curve was filed as active; inconclusive = small, poorly fitted or top-dose-only effect, or another doubt; inactive = no such curve, though single readings can be large or run the other way;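 also: plate controls were no enzyme wells and a reference inhibitor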
Target sequence (P00352 whole entry, looked up): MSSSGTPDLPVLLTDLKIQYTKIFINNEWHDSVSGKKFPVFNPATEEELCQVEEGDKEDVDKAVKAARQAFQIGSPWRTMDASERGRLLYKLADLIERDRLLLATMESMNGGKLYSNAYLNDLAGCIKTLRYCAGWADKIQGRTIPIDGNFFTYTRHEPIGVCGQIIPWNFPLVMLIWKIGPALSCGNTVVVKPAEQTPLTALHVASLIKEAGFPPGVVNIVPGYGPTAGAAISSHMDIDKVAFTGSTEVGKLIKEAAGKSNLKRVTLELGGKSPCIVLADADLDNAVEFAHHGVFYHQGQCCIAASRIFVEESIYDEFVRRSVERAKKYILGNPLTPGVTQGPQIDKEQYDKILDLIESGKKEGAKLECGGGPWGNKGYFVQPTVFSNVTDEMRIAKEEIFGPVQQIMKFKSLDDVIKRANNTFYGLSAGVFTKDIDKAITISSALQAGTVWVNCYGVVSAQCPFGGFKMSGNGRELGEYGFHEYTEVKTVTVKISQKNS
NPSR antagonist = qHTS Assay for Antagonists of the Neuropeptide S Receptor: cAMP Signal Transduction | Q6W5P4 | CHO-NPSR cells, cAMP TR-FRET, antagonist mode | Potency, µM (doses to about 38.3 µM), for the others: top-dose activity change, negative = inhibition, hits mostly inhibitors | 220,000 tested, 1% active | AID 1461, 2008; also: % is scaled to controls: 0 for no effect and ±100 for the full control effect; nearly all actives have a fitted effect of over 50% in size; many of its hits are not listed in these tables
Tau fluor cs = Counterscreen qHTS for Inhibitors of Tau Fibril Formation, Fluorescence Polarization | Potency, µM (doses to about 57.7 µM), for the others: at the highest dose activity change, negative = decrease | tau K18 P301L (four-repeat tau fragment) Alexa594 fluorescence, heparin fibrillization | 280,000 tested, 0.93% active; also: % is scaled to controls: 0 for no effect and ±100 for the full control effect; nearly all actives have a fitted effect of over 55% in size
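Human K18 P301L tau (15 uM unlabeled plus 0.24 uM Alexa 594-labeled, final) in 100 mM sodium acetate pH 7 was mixed with compound and 20 uM heparin and incubated 6 hr at 37 C.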
Numbers without * were called inactive; ? = inconclusive; . = no result given; & = joins results of further samples; [ ] = dose if it differs, or a comment. Unless noted, calls follow the shape of the dose curve; as a rule, active = well fitted curve in the direction sought with a large enough effect; inconclusive = small, poorly fitted or top-dose-only effect, or another doubt; inactive = no such curve, though single readings can be large; an effect the other way counts as inactive or inconclusive. Potency is read from the fitted curve at half-maximal effect.

SMILES	aGal spleen mod	GAA inh	Epigenetic derep	GAA glycogen mod	aGlu spleen mod	ALDH1A1 block	NPSR antagonist	Tau fluor cs
O=C1CCCC2=C1C(c1ccc(O)c(O)c1)Nc1ccc3ncccc3c12 (stereo unspecified)	6%	-2%	-0.4%	2.8µM*	-2%	-4%	15%	?
Cc1cc(=O)[nH]c(/N=C(\N)Nc2ccc(Oc3ccccc3)cc2)n1	1%	.	-1.1%	2%	-4%	.	5%	-12%
O=C(Nc1ccccc1C(=O)N/N=C/c1ccc(F)cc1)c1ccccc1Br	-3%	-4%	-1.1%	-12%	-7%	?	-13%[46.1 µM]	?
Cc1nc(S(=O)(=O)N2CCOCC2)c(C#N)c(C)c1Cl	-5%	1%	1.0%	?	-4%	-2%	-9%[46.1 µM]	0%
O=C(c1ccc2snnc2c1)N1CCN(c2ccccn2)CC1	4%	-2%	-3.5%	6%	2%	-8%	-14%[46.1 µM]	7%
CCOC(=O)c1sc(=NC(=O)c2cc(OC)c(OC)c(OC)c2)n(C)c1C	-7%	5%	-1.1%	3%	-2%	?	?	2%
COc1ccc(NC(=O)CCSc2ccc(C)cc2)cc1S(=O)(=O)Nc1ccccc1Cl	0%	-1%	-0.9%	-12%	-19%	4%	-12%[46.1 µM]	?
O=C(Nc1ccc(C2CC2(Cl)Cl)cc1)c1ccccc1Br (stereo unspecified)	2%	1%	0.0%	-9%	-19%	7%	-36%	5%
O=c1c(Cc2ccccc2)c(O)ccn1CCc1cnc[nH]1	-11%	?	4.7%	10%	-1%	21%	4%	7%
CC(C)(C)c1csc(NC(=O)Cn2c(=O)oc3ccccc32)n1	-1%	-1%	1.3%	0%	0%	?	-21%[46.1 µM]	-11%
O=C(NNC1CC(=O)N(c2ccc(Br)cc2)C1=O)c1cccs1 (stereo unspecified)	-1%	.	-1.1%	?	-3%	.	7%	-11%
CC(=O)OCCCCON1C(=O)c2ccccc2C1=O	-12%	4%	-2.8%	7%	-2%	1%	-39%[46.1 µM]	-4%
Cc1ccc(NCC(O)C(O)C(O)CO)cc1C (stereo unspecified)	-5%	-12%	-7.9%	-17%	-21%	10%	-3%[46.1 µM]	-5%
O=C(NNS(=O)(=O)c1ccccc1)c1cccnc1	2%	.	-2.1%	-20%	-5%	8%[13.5 µM]	-20%	-4%
CC1CCN(S(=O)(=O)c2ccc(Oc3ccc([N+](=O)[O-])cc3)cc2)CC1	0%	4%	0.0%	-16%	-9%	-3%	-25%[46.1 µM]	-18%
O=[N+]([O-])c1cccc(CNCc2ccccc2)c1	-2%	?	1.1%	10%	3%	-5%	0%	5%
CCOc1ccccc1-c1nc(-c2ccc(NC(=O)Cc3ccc(OC)cc3)cc2)no1	1%	8%	1.7%	5%	-9%	-1%	-13%[46.1 µM]	-18%
C=CCn1c(=O)c2c(nc(-c3ccc(S(=O)(=O)O)cc3)n2C)n(C)c1=O	13%&-21%	.	-0.1%&2.9%	.	7%&-4%	?	-16%[46.1 µM]	-4%&6%
COc1ccccc1C(=O)NNC(=O)c1ccc(NC(=O)C(C)C)cc1	-4%	5%	1.1%	13%	0%	9%	5%	1%
Cc1ccc(S(=O)(=O)N(C)c2ccc3ccccc3c2)cc1	-5%	2%	13%	-7%	-4%	-3%	?	-27%
Cc1ccc(-c2ccc(SCC(=O)N3CCN(c4ccccc4)CC3)nn2)cc1	-2%	-3%	2.0%	1%	-10%	-4%	13%	-9%
CCOC(=O)c1ccc(NC(=O)CC2COc3ccccc3O2)cc1 (stereo unspecified)	?	1%	0.0%	-8%	-6%	3%	-21%[46.1 µM]	-16%
CCOC(=O)c1cnc2ccc(OCC)cc2c1N1CCN(c2ccccc2OC)CC1	5%	-6%	-1.8%	-8%	5%	?	?	-27%
COc1cc(/C=N/Nc2ccc([N+](=O)[O-])cc2S(=O)(=O)N2CCOCC2)cc(OC)c1OC	-3%	-9%	2.0%	11%	-6%	22%	0%	?
Cc1ccc(NC(=O)C2CC(=O)N/C(=N/N=C/c3ccco3)S2)cc1C (stereo unspecified)	3%	2%	0.0%	12%	0%	1%	-9%[46.1 µM]	-5%

Record cards (already shown). Order of screens: aGal spleen mod	GAA inh	Epigenetic derep	GAA glycogen mod	aGlu spleen mod	ALDH1A1 block	NPSR antagonist	Tau fluor cs
Results for `CCOC(=O)c1cnc2ccc(OCC)cc2c1N1CCN(c2ccccc2OC)CC1` → 5%	-6%	-1.8%	-8%	5%	?	?	-27%
Results for `Cc1cc(=O)[nH]c(/N=C(\N)Nc2ccc(Oc3ccccc3)cc2)n1` → 1%	.	-1.1%	2%	-4%	.	5%	-12%
Results for `CCOC(=O)c1sc(=NC(=O)c2cc(OC)c(OC)c(OC)c2)n(C)c1C` → -7%	5%	-1.1%	3%	-2%	?	?	2%

(continued)
SMILES	aGal spleen mod	GAA inh	Epigenetic derep	GAA glycogen mod	aGlu spleen mod	ALDH1A1 block	NPSR antagonist	Tau fluor cs
CCOC(=O)c1ccc2c(c1)NCc1cccc(OC)c1O2	8%	4%	2.9%	-13%	1%	-11%	3%	?
Cc1ccc2c(CC(=O)N3CCN(S(=O)(=O)c4cccs4)CC3)coc2c1	-7%	-15%	-2.0%	-1%	-1%	-12%	-13%[46.1 µM]	-20%
NS(=O)(=O)c1ccc(CCNC(=S)Nc2ccccc2)cc1	6%	-5%	-1.1%	-11%	-3%	?	6%	-6%
Cc1cc(N2CCN(c3ccccc3)CC2)nc(-n2nc(C)cc2C)n1	-8%	-2%	-3.1%	-5%	-8%	-5%	-4%[46.1 µM]	-11%
Cc1cc(=O)n2[nH]c(-c3ccc(F)cc3)nc2n1	10%	0%	4.8%	-2%	2%	?	-5%[46.1 µM]	4%
COc1ccc(NC(=O)c2nn(C)cc2[N+](=O)[O-])cc1	-5%	9%	0.5%	8%	-2%	1%	-15%	-4%
O=[N+]([O-])c1ccccc1S(=O)(=O)NCCc1ccncc1	-5%	0%	7.8%	3%	-1%	18µM*	18%	-4%
COc1ccc(-c2cn3c(C)c(C(=O)Nc4cccc(C)n4)sc3n2)cc1	0%	-6%	2.0%	-6%	3%	?	11%[46.1 µM]	-23%
N#CCCn1cc(/C=N/NC(=O)c2ccncc2)c(-c2ccc(F)cc2)n1	-3%	5%	-1.0%	7%	-5%	18%	1%	-5%
C=CCNC(=O)COc1ccc(S(=O)(=O)Nc2ccc(OCC)cc2)cc1	-1%	-11%	0.0%	2%	0%	4%	3%	-7%
O=C(Nc1ccccc1)c1ccc(NCc2cccnc2)c(S(=O)(=O)N2CCOCC2)c1	7%	?	-1.1%	1%	-1%	-7%	-13%[46.1 µM]	-18%
CSc1nc2nc3c(c(=O)n2[nH]1)CN(Cc1ccccc1)CC3	5%	8%	-1.2%	?	2%	-3%	-5%[46.1 µM]	3%
COC(=O)C1=NNC2(c3ccc(Cl)cc3)C(=O)N(c3ccc(Cl)cc3)C(=O)C12 (stereo unspecified)	-12%	-1%	1.0%	6%	-3%	7%	-22%[46.1 µM]	-8%
Cc1ccc(NC(=O)CCC(C(=O)O)N2C(=O)c3ccccc3C2=O)cc1 (stereo unspecified)	-4%	?	0.0%	-10%	0%	3%	-19%[46.1 µM]	-10%
C[C@@H]1CN(Cc2nc(-c3ccc(Cl)cc3)no2)C[C@H](C)O1	-8%	5%	4.3%	18%	-12%	6%	-6%	-5%
Cn1c(=O)[nH]c(=O)c2c1nc(Br)n2CCOc1ccccc1	-2%	-5%	-1.1%	-7%	-7%	7%	-13%[46.1 µM]	-3%
O=C(NCc1ccccc1)c1ccc(N2C(=O)C3CCCCC3C2=O)cc1 (stereo unspecified)	1%	3%	1.0%	0%	5%	?	14%	-8%
O=[N+]([O-])c1cccc(C(=S)N2CCN(c3ccccc3F)CC2)c1	2%	?	-1.5%	-8%	-1%	22µM*	-16%	?
COc1cccc(NC(=O)CSc2ncnc3c2cnn3Cc2ccccc2)c1	-3%	-3%	4.1%	3%	-11%	?	-21%[46.1 µM]	?
COc1cccc(C2CC(=O)N3CN(c4ccccc4F)CSC3=C2C#N)c1 (stereo unspecified)	-2%	-4%	0.8%	8%	2%	25µM*	-4%[46.1 µM]	-15%
COC(=O)c1c(-c2cccs2)csc1NC(=O)CN1CCOCC1	-4%	-4%	-4.8%	-3%	-15%	0%	-25%[46.1 µM]	-5%
O=C(CCC(=O)Nc1ccc(Cl)cc1Cl)N/N=C/c1ccc([N+](=O)[O-])o1	4%	-5%	-1.5%	5%	0%	-3%	-50%	?

Rewritten with two lines to a compound: entries from further up
Results follow in this order: aGal spleen mod	GAA inh	Epigenetic derep	GAA glycogen mod	aGlu spleen mod	ALDH1A1 block	NPSR antagonist	Tau fluor cs
COC(=O)C1=NNC2(c3ccc(Cl)cc3)C(=O)N(c3ccc(Cl)cc3)C(=O)C12 (stereo unspecified)
  -12%	-1%	1.0%	6%	-3%	7%	-22%[46.1 µM]	-8%
Cc1ccc(NC(=O)CCC(C(=O)O)N2C(=O)c3ccccc3C2=O)cc1 (stereo unspecified)
  -4%	?	0.0%	-10%	0%	3%	-19%[46.1 µM]	-10%
C[C@@H]1CN(Cc2nc(-c3ccc(Cl)cc3)no2)C[C@H](C)O1
  -8%	5%	4.3%	18%	-12%	6%	-6%	-5%
Cn1c(=O)[nH]c(=O)c2c1nc(Br)n2CCOc1ccccc1
  -2%	-5%	-1.1%	-7%	-7%	7%	-13%[46.1 µM]	-3%
O=C(NCc1ccccc1)c1ccc(N2C(=O)C3CCCCC3C2=O)cc1 (stereo unspecified)
  1%	3%	1.0%	0%	5%	?	14%	-8%
O=[N+]([O-])c1cccc(C(=S)N2CCN(c3ccccc3F)CC2)c1
  2%	?	-1.5%	-8%	-1%	22µM*	-16%	?

High-throughput results (PubChem BioAssay)

Only part of the results is shown; the hit share may differ from the screen's.
